ABCG2 block: ABCG2 efflux pump inhibitors, primary screen, multiplex with ABCB1, IgMXP3 cells, flow cytometry; actives 0.1% (n = 190,000); Broad substrate specificity ATP-binding cassette transporter ABCG2 (Homo sapiens), Q9UNQ0; inhibition, % at 6.6 µM; JC-1 efflux;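 active means inhibition above 80%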;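 further: 0% = DMSO and 100% = nicardipine control wells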
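Test system: IgMXP3 (ABCG2) plus far-red-tagged CCRF-Adr (ABCB1) cells. Reagent: JC-1 dye as substrate. Timing: 10 min exposure at 25 °C with rotation, no wash. Measured by: flow cytometric JC-1 green MFI at 530 nm. Read-out: percent efflux inhibition, scaled nicardipine 100% to DMSO 0%. Control set: nicardipine and DMSO wells.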
Pf gametocyte: late stage P. falciparum gametocyte viability inhibitors, primary screen, ATP luminescence, HTS. inhibition, % at 10.9 µM. P. falciparum stage V gametocytes, 24 h. actives 0.065% (n = 150,000);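 active means inhibition above the mean plus 3 SD of compounds within the control limits, set per campaign, cut at about 38% in these data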;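 further: 0% = DMSO wells and 100% = medium only without gametocytes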
RGS4-Gao reg: modulators of RGS4 binding to Galphao, primary screen, biochemical, multiplexed bead flow cytometry. actives lie on both sides. Guanine nucleotide-binding protein G(o) subunit alpha (Homo sapiens), P09471. actives 0.33% (n = 220,000). binding response (% of control), % at 10 µM; in the data active means binding response below about 49% or above about 150%; inactive means in between;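 further: fluorescent Galphao activated with aluminum fluoride binding bead-coupled RGS4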
Target sequence (P09471 whole entry, looked up): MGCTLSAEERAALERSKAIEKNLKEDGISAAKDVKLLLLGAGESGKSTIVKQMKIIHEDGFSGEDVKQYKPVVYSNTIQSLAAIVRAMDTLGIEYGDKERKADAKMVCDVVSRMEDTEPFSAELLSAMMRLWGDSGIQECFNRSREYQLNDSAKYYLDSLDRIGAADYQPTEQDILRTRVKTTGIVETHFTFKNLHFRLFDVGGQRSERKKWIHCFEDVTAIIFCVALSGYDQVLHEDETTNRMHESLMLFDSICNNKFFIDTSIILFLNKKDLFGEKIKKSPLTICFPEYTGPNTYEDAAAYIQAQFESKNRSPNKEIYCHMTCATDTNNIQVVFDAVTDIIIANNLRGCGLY
GSH bead fluor: compound fluorescence on glutathione beads, profiling panel, artefact control, biophysical, 488/530 nm, flow cytometry. GSH beads flow cytometry, compound fluorescence 488/530 nm; active compounds read high. fluorescence (KMESF) at 10 µM. actives 0.25% (n = 190,000). AID 1776, 2009; in the data active means fluorescence above about 89;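 further: glutathione beads carrying GST-tagged Bcl family fusion proteins plus one bare bead set; values are compound well signal with DMSO vehicle wells as background; inactives centre near 16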
Mcl-1 Bim block: inhibitors of Bim peptide binding to Mcl-1, primary screen, biochemical, bead-based flow cytometry, multiplex | Induced myeloid leukemia cell differentiation protein Mcl-1 (Homo sapiens), Q07820 | Bim peptide-Mcl-1 binding | inhibition, % at 10 µM | actives 0.1% (n = 190,000); in the data active means inhibition above about 40%;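 further: 0% = no compound tracer wells and 100% = peptide blocker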
Target sequence (Q07820 whole entry, looked up): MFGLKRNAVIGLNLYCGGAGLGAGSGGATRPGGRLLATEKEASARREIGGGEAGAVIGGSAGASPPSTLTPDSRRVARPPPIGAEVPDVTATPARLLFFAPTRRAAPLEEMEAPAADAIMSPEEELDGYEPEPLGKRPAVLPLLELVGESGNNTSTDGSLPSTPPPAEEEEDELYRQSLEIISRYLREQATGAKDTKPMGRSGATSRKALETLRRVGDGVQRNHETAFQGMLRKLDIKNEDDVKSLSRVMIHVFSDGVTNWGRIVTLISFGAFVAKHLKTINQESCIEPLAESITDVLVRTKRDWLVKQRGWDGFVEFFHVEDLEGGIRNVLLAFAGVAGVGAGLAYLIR
Avidin bead fluor: green autofluorescence of compounds with avidin beads – biophysical, 488/530 nm, flow cytometry, artefact control, profiling panel | actives 0.38% (n = 220,000) | fluorescence (KMESF) at 10 µM | compound fluorescence 488/530 nm; active compounds read high; in the data active means fluorescence above about 47; further: inactives centre near 10
Mcl1 Noxa PPI: Mcl-1/Noxa binding inhibitors, primary screen, biochemical, TR-FRET, 1536-well | inhibition, % at 21.7 µM | AID 1022, 2008 | TR-FRET Mcl-1/Noxa peptide binding, 2 h | actives 1.5% (n = 220,000) | Induced myeloid leukemia cell differentiation protein Mcl-1 (Homo sapiens), Q07820;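 active means compounds that cut the protein-peptide binding signal by more than 50% relative to plate controls in a single-dose test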;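 further: His-tagged Mcl-1 with rhodamine Noxa BH3 peptide and terbium anti-His antibody; 0% = Mcl-1 plus Noxa peptide wells and 100% = peptide-only wells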
RGS7-Gao: RGS7-Galphao binding modulators, primary screen, biochemical, multiplexed bead flow cytometry | binding response (% of control), % at 10 µM | actives 0.35% (n = 220,000) | Guanine nucleotide-binding protein G(o) subunit alpha (Homo sapiens), P09471 | actives lie on both sides | AID 1439, 2008; in the data active means binding response below about 49% or above about 150%; inconclusive means no clear call, values can overlap the other calls; inactive means in between;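 further: fluorescent Galphao held in activated GDP-AlF4 state binding bead-coupled RGS7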
RGS8-Gao: RGS8-Galphao binding modulators, primary screen, biochemical, multiplexed bead flow cytometry; Guanine nucleotide-binding protein G(o) subunit alpha (Homo sapiens), P09471; actives lie on both sides; response (percent of control binding), % at 10 µM; actives 0.34% (n = 220,000); in the data active means response below about 60% or above about 140%; inactive means in between;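 further: Galphao activated as the GDP aluminium fluoride complex binding bead-coupled RGS8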
ABCB1 inh: ABCB1 efflux pump inhibitors, primary screen, cell-based, multiplex, flow cytometry, ABCG2 counter-screen. inhibition, % at 6.6 µM. actives 0.067% (n = 190,000). ATP-dependent translocase ABCB1 (Homo sapiens), P08183. CCRF-Adr cells, JC-1 efflux; in the data active means inhibition above about 40%;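 further: 0% = vehicle and 100% = reference inhibitor; higher value means more JC-1 retained so stronger ABCB1 efflux block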
Mcl1-Bid inh: Mcl-1/Bid binding inhibitors, primary screen, biochemical, TR-FRET, 1536-well. Induced myeloid leukemia cell differentiation protein Mcl-1 (Homo sapiens), Q07820. TR-FRET Mcl-1/Bid-Dy647 peptide binding. inhibition, % at 21.7 µM. actives 0.97% (n = 220,000). AID 1021, 2008;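 active means compounds that cut the binding signal by more than half at the single screening dose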;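 further: His-tagged Mcl-1 with europium anti-His antibody binding Bid BH3 peptide; 0% = Mcl-1 plus peptide wells and 100% = peptide-only wells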
An asterisk follows results filed as active; u = inconclusive; x = no result given.

The line under a structure holds: ABCG2 block	Pf gametocyte	RGS4-Gao reg	GSH bead fluor	Mcl-1 Bim block	Avidin bead fluor	Mcl1 Noxa PPI	RGS7-Gao	RGS8-Gao	ABCB1 inh	Mcl1-Bid inh
CN1C(=O)COc2ccc(C(=O)c3ccccc3C(=O)O)cc21
    0	-5	101	9	-5	4	9	101	101	0.5	-21
COc1cccc(Cn2c(NCC(C)C)nc3c2c(=O)n(C)c(=O)n3C)c1
    65	4	111	28	-6	33	16	106	108	2.6	-19
CCCOC(=O)Nc1nc2ccccc2o1
    6	x	101	9	-4	20	11	95	101	2.8	6
CSc1nnc(Cc2ccc3c(c2)OCO3)o1
    0	-29	105	4	0	8	0	106	104	0.1	-5
CS(=O)(=O)N(CC(=O)NC1CCCC1)c1ccc(Oc2ccccc2)cc1
    0	4	103	10	0	15	-17	107	98	0.2	-23
NC(=O)c1ccc(N2CCN(c3ccccc3F)CC2)c([N+](=O)[O-])c1
    9	-12	96	16	0	6	10	98	99	0.8	-61
CCc1ccccc1NC(=O)c1cc(=O)c2ccccc2o1
    1	-14	97	19	-2	5	-1	96	99	0.0	-27
OCCC1CN(Cc2ccc(Oc3ncccn3)cc2)CCN1C1CCCCC1 (stereo not given)
    x	6	147	x	x	159*	-2	u	48*	x	-21
CCOc1ccccc1NC(=O)Nc1cccc(S(N)(=O)=O)c1
    x	5	102	x	x	9	8	u	102	x	-18
CCOc1ccc(NC(=O)COC(=O)c2cccnc2)cc1
    5	x	103	34	0	11	12	102	101	0.6	-2
COc1cc(C(=O)N/N=C\c2ccccc2)c([N+](=O)[O-])c(OC)c1OC
    3	0	88	16	0	22	5	89	96	0.4	95*
CC(C)=CCN1CCN(Cc2ccc(N3CCNC3=O)cc2)CC1CCO (stereo not given)
    1	-11	101	9	-2	10	7	102	102	0.4	-9
CN(C)/C=C(\C#N)S(=O)(=O)c1ccc(Cl)cc1
    x	13	101	x	x	8	-16	u	99	x	4
Cc1ccoc1C(=O)NCc1occc1C(=O)O
    1	x	103	23	-4	31	12	101	102	0.7	-5
CCOC(=O)C1CCCN(C(=O)c2cccc(S(=O)(=O)N3CC(C)OC(C)C3)c2)C1 (stereo not given)
    x	25	94	x	x	4	20	u	100	x	-26
COc1ccc(CC(NC(C)=O)C(=O)NC2CCN(S(=O)(=O)c3cccc4ccccc34)CC2)cc1OC (stereo not given)
    0	x	111	34	-4	6	6	109	111	0.1	1
COc1cc2c(cc1OC)CN(C(=O)c1ccc(Br)o1)CC2
    x	-4	101	x	x	5	11	u	102	x	-33
COc1ccc(-n2nc(C(=O)NCC(=O)NCC3COc4ccccc4O3)c3ccccc3c2=O)cc1 (stereo not given)
    3	22	104	15	0	12	19	u	102	4.8	-20
CCc1c(C(=O)Nc2ccc(OC)c(Cl)c2)[nH]c(C)c1C(C)=O
    4	-8	107	15	-1	9	3	101	103	0.4	-15
CCCNC(=O)NC(C(=O)OC)C12CC3CC(CC(C3)C1)C2 (stereo not given)
    1	-7	98	32	0	7	-6	98	100	0.1	0
O=c1c2cnn(-c3ccccc3)c2nc(-c2cccs2)n1-c1cccc(Cl)c1
    8	x	101	8	22	9	15	98	100	0.6	79*
Cc1ccc(S(=O)(=O)N2CCCN(S(=O)(=O)c3ccc4ccccc4c3)CC2)cc1
    9	x	109	15	-4	8	19	101	104	1.8	-5
Cn1ncc2c(=O)[nH]cnc21
    1	5	104	10	0	29	10	105	105	0.8	-7
CC(=O)N1N=C(c2ccccc2)OC1(C)CC(=O)Nc1ccccc1 (stereo not given)
    26	-18	102	10	-5	14	13	106	103	0.9	2
Cc1ccc(C)c(NC(=S)NNC(=O)c2sccc2C)c1
    7	x	101	27	-5	18	9	107	103	0.1	-27
COc1ccc(C)cc1NC(=O)NCCC1=CCCCC1
    4	x	93	48	0	9	-23	99	100	0.2	-23
O=C(Nc1ccc(-c2cnco2)cc1)c1ccccc1
    x	19	104	x	x	6	-12	u	103	x	-8
O=C(CCc1nnc(-c2ccccc2)o1)c1ccc(Cl)cc1
    x	-1	95	x	x	7	14	u	98	x	-7
CC(C)(C)NC(=O)c1ccc(NC(=O)C2COc3ccccc3O2)cc1 (stereo not given)
    2	x	88	12	-4	8	6	81	91	0.3	-3
COc1cc(NS(=O)(=O)N2CCCC2)cc(OC)c1OC
    1	x	100	17	-3	12	-10	103	98	0.6	-21
O=C(Nc1ccc(Br)cc1)c1ccco1
    1	18	94	53	0	5	-14	99	98	0.0	-1
CCCOc1ccccc1N/C(=N/c1nc(C)cc(C)n1)NC(=O)Nc1ccc(Cl)cc1
    2	x	93	9	-4	22	-9	94	89	0.3	-22
Cc1cccc(N(C(=O)CNC(=O)c2ccco2)C(C(=O)NC2CCCC2)c2ccncc2)c1 (stereo not given)
    0	11	101	17	-4	21	-8	102	103	-0.3	-13
CCC(C)(C)NC(=O)CN(C(=O)c1csnn1)c1cccc2c1CCCC2
    1	-11	101	21	3	9	10	106	101	1.0	-30
CCS(=O)(=O)N1N=C(c2ccc(NS(C)(=O)=O)cc2)CC1c1ccccc1 (stereo not given)
    0	11	100	10	-6	2	-4	99	91	0.3	-13
COC(=O)c1ccc(CN2CCC(CO)(Cc3ccc(OC)cc3)CC2)cc1
    1	-4	103	15	2	10	13	u	104	0.6	-25
CC1=[N+](C)c2c(ccc3cccnc23)C1(C)C
    0	-18	92	13	-4	9	35	84	89	0.4	-50
CCNc1nc(Oc2ccccc2)nc(OC(C)C(=O)OCC)n1 (stereo not given)
    4	x	100	26	-5	21	18	100	99	0.3	-14
CCC(=O)c1c(NC(C)C)cc(C)oc1=O
    6	25	96	17	-1	9	5	u	97	0.7	-20
Cc1c(C(=O)OC(C)C)sc(NC(=O)C2CCCO2)c1C(=O)OC(C)C (stereo not given)
    4	22	97	93*	2	4	-27	94	96	1.2	16
CC(Sc1nc2scc(-c3ccccc3)c2c(=O)[nH]1)C(=O)NC(N)=O (stereo not given)
    x	-7	97	x	x	8	13	u	97	x	-71
Cc1ccc(NC(=S)Nc2ccc(OC(F)F)c(Cl)c2)cc1F
    0	1	100	18	0	11	16	u	100	-0.8	-60
O=C(O)CCC(=O)NNC(=O)c1cccc(Br)c1
    2	-3	100	7	-2	16	6	102	98	2.3	-24
COc1ccccc1/C(C)=N/NC(=S)NCc1ccccc1
    1	-4	98	68	-2	10	0	94	100	0.2	-52
Cc1csc(=O)n1CCC(=O)O
    1	0	103	28	0	10	14	100	105	0.7	5
COC(=O)[C@H](C)NC(=O)Nc1cc(Cl)ccc1C
    1	-39	103	10	0	10	8	106	101	0.2	-7
Cc1cc(Nc2nnnn2-c2ccccc2)n(-c2ccccc2)n1
    2	x	102	62	0	14	1	103	101	0.3	-41
N#Cc1c(NC(=O)C2C3C=CC(C3)C2C(=O)O)sc2c1CCCCC2 (stereo not given)
    -1	-5	99	24	3	12	10	100	102	-0.1	-52
CCOC(=O)C1(CC2CCCCO2)CCN(Cc2cccnc2)CC1 (stereo not given)
    0	11	101	10	0	3	-3	101	97	0.1	-29
CCOc1ccc(C=NC23CN4CN(CN(C4)C2)C3)cc1
    3	x	104	30	-3	12	14	99	102	0.8	-1
COc1cc([N+](=O)[O-])c(OC)cc1SCc1n[nH]c(=S)n1-c1ccc(C)cc1
    x	-24	104	x	x	7	10	u	98	x	-107
O=C(COC(=O)c1ccc2c(c1)OCCO2)Nc1cccc(S(=O)(=O)N2CCOCC2)c1
    0	0	95	12	0	22	2	96	100	0.0	-39

Random excerpt: 2 records from the list
The line under a structure holds: ABCG2 block	Pf gametocyte	RGS4-Gao reg	GSH bead fluor	Mcl-1 Bim block	Avidin bead fluor	Mcl1 Noxa PPI	RGS7-Gao	RGS8-Gao	ABCB1 inh	Mcl1-Bid inh
CCOc1ccc(C=NC23CN4CN(CN(C4)C2)C3)cc1
    3	x	104	30	-3	12	14	99	102	0.8	-1
CCC(C)(C)NC(=O)CN(C(=O)c1csnn1)c1cccc2c1CCCC2
    1	-11	101	21	3	9	10	106	101	1.0	-30
